miR122 inh – blocks miR-122 activity in Huh7 sensor cells. Huh7 miR-122 Renilla luciferase sensor, 48 h; neutral wells = 0, positive control = 100. activation (reporter increase), % at 12.5 µM. actives 0.3% (n = 340,000);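 active = mean replicate activation score at least 90 and every replicate individually at or above 90; inconclusive = only one of the two criteria met; inactive = neither criterion met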;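 also: higher luciferase means less miR-122 activity so hits act as miR-122 inhibitors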
SIRT5 inh – blocks human SIRT5 desuccinylation of peptide; Q9NXA8; Purified SirT5, succinyl-peptide AMC, trypsin-coupled fluorescence; inhibition, % at 15 µM; actives 1.1% (n = 330,000); in the data active = inhibition above about 15%; inconclusive = no clear call, values can overlap the other calls
Target sequence (Q9NXA8 whole entry, looked up): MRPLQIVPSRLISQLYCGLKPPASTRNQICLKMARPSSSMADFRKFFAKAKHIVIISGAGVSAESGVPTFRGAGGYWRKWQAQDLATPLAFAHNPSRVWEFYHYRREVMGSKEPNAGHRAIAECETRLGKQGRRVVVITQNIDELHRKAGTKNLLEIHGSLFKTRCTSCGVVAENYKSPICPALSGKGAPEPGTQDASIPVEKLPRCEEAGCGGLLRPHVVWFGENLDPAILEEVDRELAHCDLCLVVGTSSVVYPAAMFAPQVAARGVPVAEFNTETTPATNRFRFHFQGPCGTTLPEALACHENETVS
ARNT TACC3 PPI – disruptors of human ARNT/TACC3 interaction; AlphaScreen His-ARNT PAS-B/GST-TACC3 binding, luminescence; TACC3 fragment carries E629A point mutation; inhibition, % at 9.99 µM; actives 0.66% (n = 390,000); AID 623870;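 active = mean inhibition of replicates at least 50% and at least half of replicates each reaching 50%; inconclusive = half or more replicates reach 50% but mean below 50%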;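 also: 0% = complete ARNT plus TACC3 wells and 100% = ARNT alone without TACC3; many hits fall short of the cut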
Statin myotox sup – protects C2C12 myotubes from simvastatin toxicity. ATP luminescence, 48 h; scaled: DMSO 0, geranylgeraniol control 100. rescue of ATP level, % at 7.49 µM. actives 0.78% (n = 330,000). AID 602340;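 active = mean ATP rescue above about 67%, or every replicate alone reaching that limit, limit read from the data, passing the limit was not always enough; inconclusive = no clear call, values can overlap the other calls; inactive = mean under the limit and some replicate under it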;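 also: myotubes were challenged with 10 µM simvastatin during compound exposure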
ERp5 inh – inhibitors of human ERp5. ERp5 insulin aggregation, absorbance 650 nm, 90 min. actives 0.05% (n = 350,000). inhibition, % at 9.99 µM. Q15084;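 active = mean replicate inhibition above about 25%, with every replicate also reaching it, limit read from the data, passing the limit was not always enough; inconclusive = only one of those two criteria met; inactive = neither criterion met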
Target sequence (Q15084 whole entry, looked up): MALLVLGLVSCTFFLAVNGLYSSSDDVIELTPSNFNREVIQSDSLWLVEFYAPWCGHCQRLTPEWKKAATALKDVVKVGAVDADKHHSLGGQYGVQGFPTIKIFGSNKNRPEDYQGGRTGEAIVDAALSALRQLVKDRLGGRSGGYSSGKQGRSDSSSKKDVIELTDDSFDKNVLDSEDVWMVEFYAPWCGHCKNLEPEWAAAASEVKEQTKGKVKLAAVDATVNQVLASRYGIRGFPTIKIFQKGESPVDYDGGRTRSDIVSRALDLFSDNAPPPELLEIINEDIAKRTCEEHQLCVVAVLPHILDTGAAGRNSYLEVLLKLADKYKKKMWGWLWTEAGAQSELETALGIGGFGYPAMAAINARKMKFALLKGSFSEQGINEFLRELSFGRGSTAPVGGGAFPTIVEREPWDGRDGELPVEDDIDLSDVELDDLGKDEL
Cneo AK release – Cryptococcus neoformans lysis via adenylate kinase release; lysis activity, % at 15 µM; C. neoformans lysis, adenylate kinase release luminescence, 4 h; normalised: neutral wells 0, clomiphene wells 100; actives 0.2% (n = 360,000);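 active = mean lysis activity across replicates of at least 80%, whatever share of replicates individually reach that level; inactive = mean lysis activity below 80%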
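Test system: log-phase Cryptococcus neoformans yeast cells; Quantity: yeast cell density of 5 × 10^6 cells/mL; Buffer or medium: YPD; Doses: single compound concentration per well; Timing: 4 h at 37 °C static, read 1 h later; Measured by: AK luminescence; Read-out basis: lysis from increased AK signal; Control set: Clomiphene as positive control.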
esBAF inh – blocks esBAF chromatin remodeling in mouse ES cells | Bmi1-luciferase knock-in reporter, 24 h; 100% = twice the neutral-well signal | reporter increase, % at 12.5 µM | actives 2% (n = 350,000) | AID 602393; in the data active = activation above about 40%; inconclusive = no clear call, values can overlap the other calls;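 also: 0% = median of the plate's neutral control wells and 100% = double that signal; a rise in the Bmi1 reporter signal indicates esBAF inhibition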
* hit, by the source's call; ? = inconclusive; / = not tested or not shown; [ ] = remark or other dose.

SMILES	miR122 inh	SIRT5 inh	ARNT TACC3 PPI	Statin myotox sup	ERp5 inh	Cneo AK release	esBAF inh
C[C@@H]1CN([C@@H](C)CO)C(=O)Cc2cc(NC(=O)CCCCCC(=O)Nc3ccccc3N)ccc2O[C@@H]1CN(C)Cc1ccc(-c2ccccc2)cc1	-14[16.7 µM]	-2	-8	19	-1	-3	5
COc1ccccc1-n1c(SCC(=O)Nc2nnc(C)s2)nc2c(c1=O)SCC2	-2	/	-4	-7	/	0	-2
CC[C@]12c3[nH]c4ccccc4c3CCN1C(=O)C(CC(=O)NCCN1CCOCC1)C[C@@H]2C(=O)N1CCN(C(=O)c2ccco2)CC1 (stereo partly specified)	-3	-1	-4	4	7	3	0
CC(=O)c1ccc(Oc2ncnc(N)c2[N+](=O)[O-])cc1	-9	1	-2	10	-1	-10	0
CCOc1ccc(C(=O)OCC(=O)NCc2ccccc2)cc1OCC	/	-1	7	18	-14	0	-6
CC(C)(C)c1cc(C(=O)NNS(=O)(=O)c2ccccc2)n[nH]1	/	-3	-1	/	5	/	/
Cc1ccc(N2C(=O)C3C(C(=O)c4ccccc4)=NN(c4ccccc4)C3C2=O)cc1 (stereo unspecified)	-4	2	-3	/	4	0	/
Cc1ccc(NC2=NC(C(=O)Nc3ccc(C)c(C)c3)CC(=O)N2)cc1 (stereo unspecified)	-8	/	1	/	/	-1	/
Cc1ccc(NC(=O)c2cccs2)cc1S(=O)(=O)Nc1cccc(Cl)c1	/	1	-3	/	-1	/	/
O=C(CCNS(=O)(=O)c1ccccc1F)NCc1ccc2c(c1)OCO2	6	-1	-3	-2	7	-1	-6
COC(=O)C1=CN(Cc2ccc(OC)c(OC)c2)C=C(C(=O)OC)C1c1ccccc1F	-1	-5	-37	10	2	0	-2
O=C(NCCc1c[nH]c2ccccc12)C1CCN(S(=O)(=O)c2ccc(F)cc2)CC1	-2	0	3	-14	1	-1	6
C=CCn1c(SCC(=O)N(C)C)nc2sc3c(c2c1=O)CCC3	1	-1	-12	26	1	1	-8
Cc1ccc(-c2ccc(=O)n(Cc3ccc(F)cc3)n2)cc1	4	-5	-3	33	-1	2	8
COc1ccccc1NC(=O)C/C(C)=N/NC(=O)COc1c(Br)cc(Br)cc1OC	/	-2	5	/	-8	/	/
O=C(C[C@H]1C[C@H]2c3cc(NC(=O)C4CCC4)ccc3O[C@H]2[C@H](CO)O1)NCc1ccncc1	7[16.7 µM]	-5	-4	-2	-1	4	-4
CCN(CC)C(=O)CSc1nnc(-c2ccco2)n1N	1	/	-1	1	/	7	-10
O=C(Nc1ccc(Cl)cn1)c1ccc2[nH]c(=O)c(=O)[nH]c2c1	-6	-1	10	-2	-2	2	6
C[C@H]1CN([C@@H](C)CO)C(=O)Cc2cc(NS(=O)(=O)c3ccc(F)cc3)ccc2O[C@@H]1CN(C)S(=O)(=O)c1ccccc1	-1[16.7 µM]	-2	-3	43	-5	-1	-1
CN=C1S/C(=C\c2ccc(SC)cc2)C(=O)N1C	-2	-4	12	-10	4	-1	35
CCSC1=NN2CCS(=O)(=O)N=C2S1	/	-4	2	/	?	/	/
COc1ccc(NC(=O)CN(C)CC(=O)Nc2ccc(Cl)cc2F)cc1	0	-5	-1	11	-2	-1	-3
COc1cc(Cl)c(C)cc1NC(=O)c1ccc2c(SCC(=O)O)c3c(nc2c1)CCCC3	/	-2	6	/	5	/	/
Cc1nc(-c2ccccc2Cl)sc1C(=O)/C=C/N(C)C	-5	0	1	9	-1	0	59*

With a hit mark in esBAF inh, of those listed so far:
Structure,miR122 inh,SIRT5 inh,ARNT TACC3 PPI,ERp5 inh,esBAF inh
Cc1nc(-c2ccccc2Cl)sc1C(=O)/C=C/N(C)C,-5,0,1,-1,59*

(continued)
SMILES	miR122 inh	SIRT5 inh	ARNT TACC3 PPI	Statin myotox sup	ERp5 inh	Cneo AK release	esBAF inh
CCN1CCN(C(=O)C(C)Nc2ccc(OC)cc2OC)CC1 (stereo unspecified)	-5	15*	42*	-4	1	2	-2
COc1ccc(CNC(=O)COC(=O)C2CC2C)cc1OC (stereo unspecified)	/	-2	-5	-1	1	-1	-8
COc1ccccc1-c1ccc2c(c1)O[C@H](CN(C)C(=O)Nc1cccc(F)c1)[C@@H](C)CN([C@H](C)CO)S2(=O)=O	-1[16.7 µM]	8	-1	-16	2	5	3
Cn1cnc([N+](=O)[O-])c1Sc1n[nH]c(N)n1	-3	-3	-9	-11	-4	-1	-8
CC1CCN(c2ccc(NC(=O)c3ccc([N+](=O)[O-])o3)cc2)CC1	1	-12	-8	83*	-3	2	/
Cc1ccc(NC(=O)COC(=O)c2ccc(S(=O)(=O)NCc3ccco3)cc2)cc1	1	-6	1	-8	2	0	-2
CCOCCn1ccc2c(OCC(=O)Nc3cc(OC)ccc3OC)cccc2c1=O	-2	0	4	12	6	2	/
Cc1ccc(C(=O)CNc2ccc(Cl)cc2)cc1	68	0	5	26	-1	0	9
O=C(CC(F)(F)F)N1C[C@@H]2[C@H](c3ccccc31)[C@@H](CO)N2C(=O)CN1CCOCC1	27[16.7 µM]	-3	-4	19	2	0	-4
O=C1/C(=C\c2ccccc2)CCC/C1=C/c1ccccc1	5	-2	-9	-1	3	/	18
CN(Cc1ccccc1)C(=O)c1ccc(NC(=O)Cc2cccc(NC(=O)C3CCN(C(=O)C4CCCC4)CC3)c2)cc1	-8	/	2	-1	0	-1	-1
Cc1cccc(NC(=O)c2cccc(S(=O)(=O)N(C)c3ccccc3)c2)n1	-5	-8	1	-15	14	2	34
CCCc1cc(=O)[nH]c(SCC(=O)C(C)(C)C)n1	-3	/	-14	/	/	2	/
CCC1CCCCN1C(=O)Nc1ccc(F)cc1 (stereo unspecified)	0	/	26	-14	/	1	-1
Cn1ccnc1-c1ccc(-c2nccn2C)cc1	3	-14	9	4	2	0	-5
Cc1nc(COC(=O)c2ccc(CO)cc2)cs1	-1	/	-2	2	/	0	8
CCCCN(CCCC)Cc1cc2ccccc2c2c1COC2	6	/	-9	/	/	0	9
COc1ccc(C)cc1Nc1n[n+](-c2ccccc2)c(-c2cc([N+](=O)[O-])cc(OC)c2O)s1	/	/	0	-7	/	3	-3
CC1CC(OCC(O)CN2CCCCC2C)CC(C)(C)C1 (stereo unspecified)	9	-2	-9	18	1	-6	-17
Oc1ccccc1C=NN=C1c2ccccc2-c2ccccc21	/	-3	0	/	0	/	/
O=C(/C=C/c1ccco1)Nc1ccc(Cl)c(S(=O)(=O)N2CCOCC2)c1	29	1	-7	-2	-2	-3	11
Cc1csc(=NC(=O)c2ccccc2)n1CCO	-5	/	0	0	/	1	11
COc1ccc(OCC(O)CNc2ccc(Br)cc2)cc1 (stereo unspecified)	0	1	0	2	-2	/	-5
CCC(Sc1ccccn1)C(=O)Nc1cccc([N+](=O)[O-])c1 (stereo unspecified)	/	-2	2	/	-7	/	/

Profiles as entered above. Order of screens: miR122 inh | SIRT5 inh | ARNT TACC3 PPI | Statin myotox sup | ERp5 inh | Cneo AK release | esBAF inh
CC(=O)c1ccc(Oc2ncnc(N)c2[N+](=O)[O-])cc1 as listed: -9 | 1 | -2 | 10 | -1 | -10 | 0
COc1ccc(CNC(=O)COC(=O)C2CC2C)cc1OC (stereo unspecified) as listed: / | -2 | -5 | -1 | 1 | -1 | -8

(next part)
SMILES	miR122 inh	SIRT5 inh	ARNT TACC3 PPI	Statin myotox sup	ERp5 inh	Cneo AK release	esBAF inh
CCCN(C(=O)c1ccco1)c1nnc(-c2ccncc2)s1	/	/	0	3	/	1	20
CN1CCN(C(=S)NC(=O)/C=C/c2ccccc2)CC1	/	/	-7	-2	/	-1	-1
O=C(COc1ccc(Br)cc1)NCCCNC(=O)c1cnccn1	-11	-3	0	9	-2	-4	-9
COc1cc(OC)cc(C(=O)Nc2nc(CC(=O)NCc3ccccc3OC)cs2)c1	-4	3	7	6	5	0	-3
Cc1ccccc1NC(=O)CCN1CCCC1	/	2	-6	/	-1	/	/
COc1ccc(CN2CCNC(=O)C2CC(=O)N(C)C2CCOCC2)c(F)c1 (stereo unspecified)	-7	-5	-9	/	-2	3	/
CCN(CCn1cccn1)C(=O)CC1C(=O)NCCN1Cc1cc(OC)cc(OC)c1 (stereo unspecified)	/	1	2	/	-1	/	/
CCOC(=O)CSc1nnc(CNC(=O)Cc2ccccc2)n1-c1ccccc1OC	-7	-7	-1	/	-1	/	/
Cc1ccc2nc3n(c(=O)c2c1)-c1ncccc1C(=O)NC3Cc1ccc(O)cc1 (stereo unspecified)	-12	-2	/	12	-6	1	-7
C[C@H]1CN([C@@H](C)CO)C(=O)Cc2cc(NC(=O)Cc3ccccc3)ccc2O[C@H]1CN(C)Cc1ccncc1	0[16.7 µM]	-6	19	16	-2	-1	6
O=C(CCCN1C(=O)/C(=C/c2cccs2)SC1=S)NNC(=O)c1ccncc1	/	0	-2	/	2	/	/
O=C1C2C3C=CC(C2C(=O)N1CCCO)C1C2C(=O)N(CCCO)C(=O)C2C31 (stereo unspecified)	-1	/	-4	-17	/	/	2
COc1ccc(-n2cnnc2SCC(=O)Nc2cccc(S(=O)(=O)N3CCCCC3)c2)cc1	8	/	-3	-11	-1	4	-2
CC(=O)c1c(C)[nH]c(C(=O)N2CC(C)CC(C)C2)c1C (stereo unspecified)	/	-4	-2	4	-3	2	-1
NC(=O)[C@@H]1CCCNc2c(F)cc([N+](=O)[O-])cc2C(=O)N[C@@H](CCC(=O)O)C(=O)N[C@@H](CO)C(=O)N1	4	3	-3	6	6	1	6
Cc1ccc(S(=O)(=O)N2CCN(C(=O)Cc3ccc(S(=O)(=O)N4CCOCC4)s3)CC2)cc1	-1	-7	/	0	3	0	-2
Cc1cc(C)nc(SCC(=O)NNC(=O)c2cccs2)n1	2	-6	0	/	11	-1	/
Cc1noc(C)c1S(=O)(=O)N(C)C[C@H]1Oc2c(NC(=O)c3ccc(-c4nccs4)cc3)cccc2C(=O)N([C@H](C)CO)C[C@@H]1C	10[16.7 µM]	8	9	-9	-1	-3	-12
COc1ccc(NC(=O)Cn2c(=O)n(CC(=O)NCc3ccco3)c(=O)c3ccccc32)cc1OC	4	/	5	-2	/	0	-2
CCCC(=O)C1=C(O)C(C(=O)OC)C(C)(C)CC1=Nc1ccc(OC)cc1 (stereo unspecified)	/	-1	5	/	5	/	/
COc1ccc(S(=O)(=O)N2CCOCC2)cc1N=Nc1sc(N)nc1-c1ccccc1	/	-2	-3	/	1	/	/
Cc1ccnc(NS(=O)(=O)c2ccc(NS(=O)(=O)c3cc(Cl)ccc3Cl)cc2)n1	/	0	7	9	3	1	1
COc1cccc(-c2nc(N3CCCCC3)c3ccccc3n2)c1O	4	1	17	28	0	10	9
COC(=O)c1ccccc1NC(=O)CSc1nc2ccsc2c(=O)n1CCCCC(=O)O	4	-2	/	6	2	2	-9
COc1cc(NC(=O)c2ccc(C)cc2C)ccc1NC(=O)c1cc2ccccc2o1	/	0	-8	-56	2	3	-8
COc1nc(OCC#N)nc(N(C)C)n1	-1	/	-3	13	/	1	6
COc1ccc([C@H]2C[C@@H](O)[C@H](n3cc(C4CC4)nn3)CN2Cc2cccs2)cc1	4	-3	/	9	-2	0	17
COc1ccc(C)cc1NC(=O)CSCc1cc(=O)n2c(C)csc2n1	-6	-3	-4	8	3	-2	1
CSc1ccc(CCNC(=O)c2ccc(CS(=O)Cc3ccc(Cl)cc3)o2)cc1 (stereo unspecified)	/	-2	-3	9	-44	0	-2
CSc1nc(Cc2ccc(Cl)cc2)nc2ccccc12	5	/	3	12	/	-6	-1
CN(Cc1ccccc1)c1c([N+](=O)[O-])c(=O)n(C)c2ccccc12	/	-4	2	/	7	/	/
O=C(NNS(=O)(=O)c1ccccc1[N+](=O)[O-])c1ccc(F)cc1	/	-2	-4	/	-8	/	/
C=CCn1c(SCC(=O)NC2CCCC2)nc2scc(-c3ccco3)c2c1=O	-6	/	0	116*	/	5	7

Compound activity as filed in PubChem.

Random draw from the library. About 4% of those tested had a hit in this group.
